# Compound activity (PubChem)
# AmpC det inh – Promiscuous and Specific Inhibitors of AmpC Beta-Lactamase (assay with detergent). P00811. purified AmpC, nitrocefin hydrolysis with detergent. Potency, µM (series often up to 28.7 µM), without a hit: at the top dose activity change, negative = inhibition. actives 0.09% (n = 71,000). AID 584, 2007; active = well fitted curve in the direction sought with a large enough effect
# Target sequence (P00811 whole entry, looked up): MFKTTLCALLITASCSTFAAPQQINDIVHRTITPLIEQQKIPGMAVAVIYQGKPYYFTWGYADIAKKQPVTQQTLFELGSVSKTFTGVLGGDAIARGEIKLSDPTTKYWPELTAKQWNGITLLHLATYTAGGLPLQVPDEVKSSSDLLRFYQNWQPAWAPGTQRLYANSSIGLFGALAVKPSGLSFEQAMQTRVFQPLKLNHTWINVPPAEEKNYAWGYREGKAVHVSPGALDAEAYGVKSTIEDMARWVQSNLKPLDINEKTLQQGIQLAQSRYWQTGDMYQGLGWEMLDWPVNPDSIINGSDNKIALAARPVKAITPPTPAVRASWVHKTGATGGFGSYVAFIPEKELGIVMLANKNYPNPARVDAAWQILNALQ
#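 E. coli AmpC (5.3 nM) in 20 mM phosphate pH 7.0 with 0.01% Triton X-100, preincubated 15 min RT with compound; nitrocefin (2 uL of 800 uM stock) hydrolysis followed by 480 nm absorbance every 20 s over 4 min.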
# * hit, by the source's call; [ ] = another dose, or the depositor's remark. % is set by controls: 0 for no effect and ±100 for the full control effect; potency is the fitted concentration of half-maximal effect.
SMILES,AmpC det inh
COc1ccc(N2CCN(C(=O)c3cccc(N4C(=O)C5CC=CC(C)C5C4=O)c3)CC2)cc1 (stereo not given),-2%
CCn1c(SCC(=O)Nc2ccc3c(c2)c2ccccc2n3CC)nnc1-c1ccco1,-2%
COC(=O)CNC(=O)[C@@]1(C)C=C[C@@H](Cc2ccccc2)N1C(=O)OC,19%
CCn1cc(C(=O)NCCCOC(C)C)c2cc(OC)c(OC)cc2c1=O,-6%
CN1CCN(C(=O)c2ccc3c(c2)NC(=O)C(C)(C)O3)CC1,5%
Cc1ccc2c(c1)c1nc3ccccc3nc1n2CCN1CCOCC1,-4%
Cc1cnc(CNc2ccnc(-c3cccc(C#N)c3)n2)cn1,8%
O=C(Cn1cnc2c(cnn2-c2ccc(Cl)cc2)c1=O)NCC1CCCO1 (stereo not given),8%
COC(=O)c1c(-c2cccc(C)c2)csc1N,-4%
CCOC(=O)N1CCN(c2cc(=O)n(-c3ccccc3Cl)c(=O)[nH]2)CC1,9%
CCC1(C)Cc2nc3sc(C(=O)O)c(N)c3cc2CO1 (stereo not given),1%
CCn1c(SCC(=O)C(C)(C)C)nnc1-c1ccccc1OC,-1%
COc1cc(S(=O)(=O)N2CCOCC2)ccc1NC(=O)COC(=O)c1ccccn1,0%
N#Cc1ccccc1Cn1c(=O)n(CCCC(=O)NCc2ccc3c(c2)OCO3)c(=O)c2ccccc21,9%
O=C(Nc1ccc2c(c1)OCO2)c1cnn2c1NC(c1ccco1)CC2C(F)(F)F (stereo not given),15%
Cc1cc(C(=O)COc2cccc3cccnc23)c(C)n1C,-1%
O=C(CCC1N=C2c3ccccc3N=C(SCc3ccc(Cl)cc3)N2C1=O)NCc1ccco1 (stereo not given),2%
COc1ccc(N(Cc2cc3ccc(C)cc3[nH]c2=O)C(C)=O)cc1,-5%
CC(C)c1nnc(NC(=O)CSc2ncn[nH]2)s1,7%
COC(=O)C1=C(C)N(c2ccc(Cl)c(Cl)c2)C(=O)C1,-5%
Cc1ccc2cccc(NC(=O)c3ccc(Br)o3)c2n1,0%
C=CCSc1nc2ccccc2c(=O)n1Cc1ccco1,1%[5.75 µM]
CN(C)c1ccc(-c2cncnc2Nc2ccc(F)cc2)cc1,10%
CCOC(=O)Cc1csc(NC(=O)CS(=O)(=O)Cc2ccccc2)n1,-4%
C=CCOC(=O)C(C#N)c1nc2ccccc2nc1N1CCCC1 (stereo not given),2%
CC1CC(C)(C)Nc2ccc(OC(=O)c3ccco3)cc21 (stereo not given),8%
CN(C)c1ccc(C2(c3ccc(N(C)C)cc3)OC(=O)c3cc(N(C)C)ccc32)cc1,11%
CCn1c(CC(=O)Nc2cccc(OC)c2)nnc1SCC(=O)N1CCN(c2ccccc2)CC1,-4%
Clc1ccc(CSc2nncn2-c2ccccn2)cc1,1%
O=C(OC(C(=O)NCC1CCCO1)c1ccccn1)c1cccs1 (stereo not given),-1%
CCC/C=C(\CCC)C(NC(=O)c1cccs1)c1ccc(C(=O)OC)cc1 (stereo not given),0%
O=C(NCc1ccccn1)c1ccc(Br)s1,-3%
NC(=O)C1CCN(CC(=O)Nc2ccccn2)CC1,-4%
O=C1C2C3CCCC3=C3CCCC3C2C(=O)N1c1ccc(F)cc1 (stereo not given),8%
CCOC(=O)c1c(C)nc2c3ccccc3ccn12,-5%
COc1ccc(C2=CC(=O)OC3(CCCCC3)O2)cc1,-4%
C=CCN1C2CCCC1CC(NC(=O)Nc1cccc(C(C)=O)c1)C2 (stereo not given),2%
COc1ccc(C(CNC(=O)c2cccc(N(C)C)c2)N2CCCC2)cc1 (stereo not given),0%
O=C(NC(NCc1ccccn1)(C(F)(F)F)C(F)(F)F)c1ccco1,1%
CCCc1c(O)nc(SCC(=O)NCCc2ccc(OC)c(OC)c2)[nH]c1=O,1%
O=C(O)c1cccc(CN2CCCCC2)c1,0%[5.75 µM]
COc1ccc(CC(=O)N2CCOCC2)cc1OC,6%
C(=C\c1ccccc1)/CSc1nnc(-c2cccnc2)n1Cc1ccco1,-3%
CCNCCNC(=O)c1c(O)c2ccccc2n(CC)c1=O,0%
O=S(=O)(c1ccc(OCC(O)CN2CCN(c3ccccc3O)CC2)cc1)N1CCOCC1 (stereo not given),1%
CCOC(=O)C1CCN(c2c(NCCN3CCN(c4ccccc4)CC3)c(=O)c2=O)CC1,5%
CCC(=O)Nc1cccc(NC(=O)CSc2nnc(-c3ccc(NS(C)(=O)=O)cc3)n2C)c1,-1%
CCCCNC(=O)c1ccc2c(c1)N(CC)C(=O)c1ccccc1S2(=O)=O,4%
CCOc1ccc(C(=O)Nc2ccc(Cl)cn2)cc1Cl,-2%
CC(=O)Nc1ccc(C(=O)OCCC(C)C)cc1,-2%
O=C(NCCSc1ccccc1)c1ccccc1,-7%
CCN(CC)c1ccc(NC(=O)c2cccc(C)c2OC)c(C)c1,-3%
CCCc1cc(=O)[nH]c(SCC(=O)Nc2ccc(OC(F)F)cc2)n1,-3%
CC(C)n1c(CNC(=O)c2ccccc2)nc2ccccc21,0%
CC(OC(=O)CCc1nc2ccccc2[nH]c1=O)C(=O)c1ccccc1 (stereo not given),-4%
O=C(Cn1c(=O)sc2ccccc21)N1CCOCC1,0%
COc1ccc(OC)c(NC(=O)CCN2CCN(c3ccccc3)CC2)c1,9%
CC(C)(C)NC(=O)CN(C(=O)c1ccc(CN2CCOCC2)o1)c1ccc2c(c1)OCCO2,7%
Cc1cccc(N2CCN(C(=O)n3ccnc3)CC2)c1C,10%
C=C(C)CSc1nc(N)c(C#N)c(-c2ccc(C)cc2)c1C#N,19%
# Next section:
SMILES,AmpC det inh
CSC1=NP(=S)(SC)N(C)c2nc3n(c21)CCC3 (stereo not given),-3%
COc1cc(C)nc(SCC(N)=O)n1,7%
COC(=O)c1nc(NC(=O)C(C)C)n[nH]1,-7%
CN(C)CC[C@@H](c1ccccc1)c1ccccn1,2%[12.8 µM]
O=C(CNCCO)NC12CC3CC(CC(C3)C1)C2,1%
COc1ccc(-c2nc3ccccc3o2)cc1NC(=O)c1ccc(Br)o1,-2%
CCN=C1SC(CC(=O)Nc2ccc(N3CCOCC3)cc2)C(=O)N1CC (stereo not given),1%
CCOC(=O)c1ccc(-n2c(C)nc3ccccc3c2=O)cc1,-2%
O=C(CSCC(=O)NCc1ccco1)NCc1ccco1,-4%
C1=C(c2ccc(-c3ccccc3)cc2)Nc2ncnn2C1c1ccco1 (stereo not given),-4%
CCOC(=O)N1CCC(NC(=O)CCc2c(C)nc3nc(C)nn3c2C)CC1,-3%
COCCN(C(=O)CNC(=O)c1cccs1)C(C(=O)NC1CCCC1)c1cccs1 (stereo not given),-2%
Cc1noc(C)c1COC(=O)c1ccccc1NC(=O)Cc1ccccc1,-2%
COc1ccc(Br)cc1/C=c1\sc2nc(-c3ccco3)nn2c1=O,-5%
Clc1ccccc1-c1nnn(Cc2ccc(-c3nn[nH]n3)cc2)n1,-3%
Cc1cc(C)n2c(SCc3cccs3)nnc2n1,-4%
CC1(C)CC(=O)C(CC(=O)Nc2ccc(S(N)(=O)=O)cc2)=C(O)C1,4%
CCCc1[nH]nc2c1C(c1ccc(OC)c(Cn3nc(C)c(Br)c3C)c1)C(C#N)=C(N)O2 (stereo not given),18%
CCC1CCCCN1Cc1nc2c(c(=O)n(C)c(=O)n2C)n1Cc1cccc2ccccc12 (stereo not given),7%
CC1(C)CCC(=O)N[C@H]1CC(=O)C[C@H]1NC(=O)CCC1(C)C,-3%[5.75 µM]
CCOc1ccc2nc(NC(=O)C3CCN(S(=O)(=O)c4cnc[nH]4)CC3)sc2c1,8%
COc1ccc(NC(=O)CC(NCCc2ccccc2)C(=O)O)c(OC)c1 (stereo not given),0%
Cc1ccccc1C(=O)c1cccn1CC(=O)NCC1CCCO1 (stereo not given),12%
CC1=C(C(=O)OCc2ccccc2)C(c2ccc(C(C)(C)C)cc2)NC(=O)N1CCCCCC(=O)O (stereo not given),14%
Ic1ccccc1CN[C@@H]1C2CCN(CC2)[C@H]1C(c1ccccc1)c1ccccc1,0%
O=C(c1ccncc1)N1CCC2(CC1)CCN(c1ccccn1)CC2,-2%
COc1ccc2[nH]c(=O)c(C(c3nnnn3C3CCCCC3)N3CCN(C)CC3)cc2c1 (stereo not given),4%
Cc1ccc(CN2C(=O)CSc3ccc(C(=O)NCCN4CCOCC4)cc32)cc1,-2%
Cc1ccc(N(C(=O)C2CCCC2)C2C=CS(=O)(=O)C2)cc1 (stereo not given),-2%
CCOCCOCN(C#N)c1nc(OC)nc(N(C)C)n1,16%
O=C1C=C(NCCc2cc(Br)c(O)c(Br)c2)C(=O)c2ncccc21,-2%[5.75 µM]
COc1cc2c(cc1NC(=O)CN(C)Cc1nc3ccccc3c(=O)[nH]1)oc1ccccc12,-6%
O=C(Nc1ccncc1)c1cccc(F)c1,1%
CCCCOc1ccc(S(=O)(=O)NCc2csc(C)n2)cc1,-2%
CCOC(=O)C1=C(C)OC(N)=C(C#N)C1c1c(C)nn(-c2ccccc2)c1Cl (stereo not given),12%
COc1c2c(cc3c1OCO3)CCN(C)C2,-1%[12.8 µM]
CCc1nc2ccccc2c(C(=O)OC2CCOC2=O)c1C (stereo not given),15%
Cc1ccc(C(=O)Nc2ccc(O)c(C(=O)O)c2)o1,-3%
CS(=O)(=O)NC1CCN(Cc2ccccc2)CC1,-4%
CCc1ccccc1OCC(=O)NC1CCCC1,-2%
O=C(CSc1ccc2c(c1)OCCO2)NCC1CCCO1 (stereo not given),-3%
Cc1ccc(-c2nc(C3CCN(S(C)(=O)=O)CC3)no2)cc1,-2%
CCOC(=O)C1CCN(C(=O)Cn2cc(C(=O)c3ccco3)c3ccccc32)CC1,-5%
O=c1c2cc3c(cc2[nH]c(=S)n1CCN1CCOCC1)OCO3,0%
CCNc1ncc2nc(-c3cn(C)c4ccccc34)c(=O)n(C[C@H]3CCCO3)c2n1,-1%
CCOC(=O)C1=C(CSc2nncn2C)NC(=O)NC1c1cc(OCC)ccc1OCC (stereo not given),-2%
COc1ccc(NC(=O)N2CCCC3(CCN(S(=O)(=O)c4ccccc4)CC3)C2)cc1,1%
COc1ccc(-c2nc3cnc(N4CCOCC4)nc3n(Cc3cccc(OC)c3)c2=O)cc1,2%
COc1ccc(C2C(C(=O)OCC(=O)N3CCCCC3)CCC(=O)N2c2ccc(OC)cc2)cc1 (stereo not given),0%
CCN(CC)S(=O)(=O)c1ccc(Nc2nc3ccccc3n3nnnc23)cc1,-1%
O=S(=O)(NCC1CCCO1)c1ccc(S(=O)(=O)N2CCc3ccccc3C2)cc1 (stereo not given),6%
Cc1ccc(S(=O)(=O)Nc2nsc(N)n2)cc1,-7%
CC(O)Cc1nsc(NC(=O)c2cccs2)n1 (stereo not given),13%
COc1ccc2nccc(SCC(=O)O)c2c1,-4%[5.75 µM]
COc1ccc2nc(SCc3cnc(C)nc3N)[nH]c2c1,-2%
CCOC(=O)CN1CC23C=CC(O2)C(C(=O)NCc2ccccc2OC)C3C1=O (stereo not given),4%
N#CCCn1c(=O)c(-c2ccc(Cl)cc2)nc2cnc(Nc3ccccc3)nc21,1%
O=C(c1ccc(S(=O)(=O)N2CCC(c3nc4ccccc4[nH]3)CC2)cc1)N1CCOCC1,10%
CCOc1ccc(-c2cc(CCCC(=O)N3CCN(c4ccc(OC)cc4)CC3)no2)cc1,13%
COc1ccc(C(=O)N(Cc2nc(-c3ccc(C)cc3)no2)C2CCCCC2)cc1OC,-9%

# For reference, part of the list above.
SMILES,AmpC det inh
CS(=O)(=O)NC1CCN(Cc2ccccc2)CC1,-4%
CCc1ccccc1OCC(=O)NC1CCCC1,-2%
O=C(CSc1ccc2c(c1)OCCO2)NCC1CCCO1 (stereo not given),-3%
Cc1ccc(-c2nc(C3CCN(S(C)(=O)=O)CC3)no2)cc1,-2%
CCOC(=O)C1CCN(C(=O)Cn2cc(C(=O)c3ccco3)c3ccccc32)CC1,-5%
O=c1c2cc3c(cc2[nH]c(=S)n1CCN1CCOCC1)OCO3,0%
CCNc1ncc2nc(-c3cn(C)c4ccccc34)c(=O)n(C[C@H]3CCCO3)c2n1,-1%
CCOC(=O)C1=C(CSc2nncn2C)NC(=O)NC1c1cc(OCC)ccc1OCC (stereo not given),-2%
COc1ccc(NC(=O)N2CCCC3(CCN(S(=O)(=O)c4ccccc4)CC3)C2)cc1,1%
COc1ccc(-c2nc3cnc(N4CCOCC4)nc3n(Cc3cccc(OC)c3)c2=O)cc1,2%
COc1ccc(C2C(C(=O)OCC(=O)N3CCCCC3)CCC(=O)N2c2ccc(OC)cc2)cc1 (stereo not given),0%
CCN(CC)S(=O)(=O)c1ccc(Nc2nc3ccccc3n3nnnc23)cc1,-1%
O=S(=O)(NCC1CCCO1)c1ccc(S(=O)(=O)N2CCc3ccccc3C2)cc1 (stereo not given),6%
Cc1ccc(S(=O)(=O)Nc2nsc(N)n2)cc1,-7%
CC(O)Cc1nsc(NC(=O)c2cccs2)n1 (stereo not given),13%
COc1ccc2nccc(SCC(=O)O)c2c1,-4%[5.75 µM]
COc1ccc2nc(SCc3cnc(C)nc3N)[nH]c2c1,-2%
CCOC(=O)CN1CC23C=CC(O2)C(C(=O)NCc2ccccc2OC)C3C1=O (stereo not given),4%
N#CCCn1c(=O)c(-c2ccc(Cl)cc2)nc2cnc(Nc3ccccc3)nc21,1%
O=C(c1ccc(S(=O)(=O)N2CCC(c3nc4ccccc4[nH]3)CC2)cc1)N1CCOCC1,10%
CCOc1ccc(-c2cc(CCCC(=O)N3CCN(c4ccc(OC)cc4)CC3)no2)cc1,13%
COc1ccc(C(=O)N(Cc2nc(-c3ccc(C)cc3)no2)C2CCCCC2)cc1OC,-9%

# Further structures.
SMILES,AmpC det inh
CSc1nc2c(ccc3ccccc32)o1,-3%
CC(=O)C1=C(C)NC(SCSc2ccccc2)=C(C#N)C1c1cccnc1 (stereo not given),9%
CN(C(=O)COC(=O)c1ccc2c(c1)OCO2)C1CCS(=O)(=O)C1 (stereo not given),-5%
CCn1c(SCC(=O)N2CCCC2)nnc1-c1ccc(S(=O)(=O)N2CCCCCC2)cc1,0%
Cc1cc(C)n(-c2ccc(Cl)c(C(=O)Nc3ccc(-c4nnc5n4CCCCC5)cc3)n2)n1,1%
Cc1cc(=O)n2[nH]c(-c3ccc(F)cc3)nc2n1,3%

# These rows are one share of the data (hit frequency here may not be typical).
